# Assay outcomes deposited in PubChem by National Center for Advancing Translational Sciences (NCATS).
# TDP1 inh – qHTS Assay for Inhibitors of Tyrosyl-DNA Phosphodiesterase (TDP1); recombinant TDP1, AlphaScreen DNA substrate cleavage; Potency, µM (titrated, usually from 130 µM), for inactives: top-dose activity change, negative = inhibition, actives largely listed as inhibitors; 0.28% of 350,000 active; AID 485290, 2010; further: nearly all actives have a fitted effect of over 40% in size
#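 Signal: AlphaScreen proximity between streptavidin donor and anti-FITC acceptor beads on intact substrate. Reaction: Tdp1 1 nM, substrate 15 nM final, 5 min RT after 15 min compound preincubation.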
# KAT2A inh – qHTS Assay for Inhibitors of GCN5L2. Histone acetyltransferase KAT2A (Homo sapiens), Q92830. GCN5L2 HAT assay, ThioGlo1 CoA-SH fluorescence. Potency, µM (highest dose often 58.9 µM), inactives show top-dose activity change, negative = inhibition, usual class: inhibitors. 0.21% of 390,000 active. AID 504327, 2011
# Target sequence (Q92830 whole entry, looked up): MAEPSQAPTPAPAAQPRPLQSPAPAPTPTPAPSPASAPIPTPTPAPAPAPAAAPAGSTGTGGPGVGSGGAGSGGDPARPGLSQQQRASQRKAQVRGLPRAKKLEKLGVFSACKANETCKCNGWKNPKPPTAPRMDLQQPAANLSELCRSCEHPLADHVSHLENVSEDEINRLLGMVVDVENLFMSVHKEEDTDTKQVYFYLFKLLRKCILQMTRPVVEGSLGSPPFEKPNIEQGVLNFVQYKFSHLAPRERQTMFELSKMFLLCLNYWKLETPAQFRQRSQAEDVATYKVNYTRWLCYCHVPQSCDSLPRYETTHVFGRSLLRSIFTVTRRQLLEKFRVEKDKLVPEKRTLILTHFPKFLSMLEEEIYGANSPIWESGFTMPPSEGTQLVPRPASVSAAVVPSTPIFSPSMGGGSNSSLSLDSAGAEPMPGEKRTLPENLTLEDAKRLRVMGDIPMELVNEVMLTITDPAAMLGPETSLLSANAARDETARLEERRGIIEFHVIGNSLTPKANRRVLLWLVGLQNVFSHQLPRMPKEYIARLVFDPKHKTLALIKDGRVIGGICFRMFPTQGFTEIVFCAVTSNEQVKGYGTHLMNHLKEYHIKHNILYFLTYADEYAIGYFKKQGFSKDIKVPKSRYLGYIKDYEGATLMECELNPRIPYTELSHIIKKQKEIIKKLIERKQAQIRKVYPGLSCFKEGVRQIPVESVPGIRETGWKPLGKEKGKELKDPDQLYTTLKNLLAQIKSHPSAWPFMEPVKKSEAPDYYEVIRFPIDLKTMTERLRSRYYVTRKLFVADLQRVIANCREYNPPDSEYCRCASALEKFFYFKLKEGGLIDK
#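 qHTS, 1536-well. 20nM enzyme, pH 7.5 HEPES/EDTA/Tween-20 buffer; 15 min compound preinc., RT. Start: 75uM H3(1-25), 70uM AcCoA, 50uM ThioGlo1. Read Ex340/Em540 at t=0 (autofluorescence flag) and t=20 min.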
# TDP1 cell noCPT – qHTS for Inhibitors of human tyrosyl-DNA phosphodiesterase 1 (TDP1): qHTS in cells in absence of CPT; DT40 Tdp1-/- hTDP1 cells, no CPT, ATP luminescence, 48 h; Potency, µM (doses to about 46.2 µM), without a hit: top-dose activity change, negative = growth inhibition, hits mostly inhibitors; 15% of 420,000 active; AID 686978, 2013; further: nearly all actives have a fitted effect of over 55% in size
#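 Growth of hTDP1-complemented DT40 Tdp1-knockout cells is measured by ATP luminescence after at least 48 hr compound exposure at 37 °C, with DMSO substituting for the 20 nM CPT used in the parallel screen.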
# An asterisk follows results filed as active; u = inconclusive; x = no result given; & = joins results of further samples; ! = not active in a repeat; [ ] = dose if it differs, or a comment. The call rests on the fitted dose curve; in most records, active means well fitted curve in the direction sought with a large enough effect; inconclusive means small, poorly fitted or top-dose-only effect, or another doubt; inactive means no such curve, though single readings can be large; an effect the other way counts as inactive or inconclusive. On the % scale 0 is the no-effect control and ±100 the full control effect; potency means the concentration at half of the fitted maximal effect. This is a subset, so the mix of outcomes need not match the whole.
1) O=C1N(c2ccccc2)c2ccccc2C1(Cc1ccncc1)Cc1ccncc1
2) O=C(O)[C@@H]1[C@H]2C[C@H]3c4[nH]c5ccccc5c4CCN3C[C@@H]2CC[C@@H]1O
3) CC(=O)[C@H]1CC[C@H]2[C@@H]3C[C@H](C)C4=CC(=O)CC[C@]4(C)[C@H]3[C@@H](O)C[C@]12C
4) CCOC(=O)C1(CCOc2ccccc2)CCN(Cc2ccc(O)c(Cl)c2)CC1
5) COc1ccccc1OCC(O)COC(N)=O (stereo not drawn)
6) Cc1c(C(=O)O)c(O)cc2c1C(=O)c1c(O)c([C@H]3O[C@H](CO)[C@@H](O)[C@H](O)[C@H]3O)c(O)c(O)c1C2=O

Compound	1	2	3	4	5	6
KAT2A inh	-4%&8%&-6%	-19%	-6%	1%	-8%	u
TDP1 cell noCPT	u	-1%	u	13µM*	0%	u
TDP1 inh	5%	x	9%	x	3%	0.71µM*!

7) O=C(O)CN1C(=O)c2cccc3cccc(c23)C1=O
8) O=C1NCC2(CCN(CCc3ccccc3)CC2)O1
9) Cc1ccccc1N=Nc1ccc(N=Nc2c(O)ccc3ccccc23)c(C)c1
10) O=C(Cn1ccnc1[N+](=O)[O-])NCCO
11) N=C(N=C(N)N)N1CCOCC1
12) CCC[C@H](N[C@@H](C)C(=O)N1[C@H](C(=O)O)C[C@@H]2CCCC[C@@H]21)C(=O)OCC

Compound	7	8	9	10	11	12
KAT2A inh	-3%&-7%	-8%&-1%&-11%	-15%	-6%[21.4 µM]	-6%	1%
TDP1 cell noCPT	7%[92.5 µM]	-1%&-16%	-22%	-8%	-2%	u
TDP1 inh	11%&4%	6%	13%	-8%[56.1 µM]	10%[21 µM]	x

13) Nc1nccs1
14) Nc1ccc(C(=O)Nc2ccccc2N)cc1
15) CC(=O)N(C[C@@H](O)CO)c1c(I)c(C(=O)NC[C@@H](O)CO)c(I)c(C(=O)NC[C@@H](O)CO)c1I
16) CC1(C)OC2CC3C4CC(F)C5=CC(=O)C=CC5(C)C4(F)C(O)CC3(C)C2(C(=O)CO)O1 (stereo not drawn)
17) COc1c(O)cc2c(c1O)C1OC(CO)C(O)C(O)C1OC2=O (stereo not drawn)
18) C[C@H]1[C@H](C)CC[C@]2(C(=O)O)CC[C@]3(C)C(=CCC4[C@@]5(C)C[C@@H](O)[C@H](O)[C@@](C)(CO)[C@@H]5CC[C@]43C)[C@H]12 (stereo partly drawn)

Compound	13	14	15	16	17	18
KAT2A inh	4%	-4%&-15%	10µM*	-17%	-20%	x
TDP1 cell noCPT	-19%	3.3µM*	x	1%	20%	u
TDP1 inh	9%[56.1 µM]	5%	4%[56.1 µM]	x	x	7%

19) CC(C)=CC(=O)O[C@@H]1Cc2cc3ccc(=O)oc3cc2OC1(C)C
20) CN(C)CC/C=C1\c2ccccc2COc2ccc(CC(=O)O)cc21
21) CC(=O)[C@@H]1CC[C@@H]2[C@@H]3C[C@H](C)C4=CC(=O)CC[C@@]4(C)[C@H]3[C@H](O)C[C@]21C
22) OC1(c2ccc(Cl)c(C(F)(F)F)c2)CCN(CCCC(c2ccc(F)cc2)c2ccc(F)cc2)CC1
23) CCOC(=O)c1cccc(N)c1
24) C#C[C@]1(OC(C)=O)CC[C@H]2[C@@H]3CCC4=C/C(=N/O)CC[C@@H]4[C@H]3CC[C@@]21CC

Compound	19	20	21	22	23	24
KAT2A inh	-2%	-23%	11%[21.4 µM]	27%	28%	-23%
TDP1 cell noCPT	u	x	x	3µM*	-10%	19µM*
TDP1 inh	0%	4%	16%[21 µM]	10%	6%	x

25) NS(=O)(=O)c1cc2c(cc1C(F)(F)F)NC(Cc1ccccc1)NS2(=O)=O (stereo not drawn)
26) COc1cccc(CCc2ccccc2OCC(CN(C)C)OC(=O)CCC(=O)O)c1 (stereo not drawn)
27) Cc1nc2c3ccccc3nc(NNC(=O)CCC(=O)N3CCN(c4ccccc4)CC3)n2n1
28) CCCCC1CCC(CCCC(C)CCC(=O)O)CC1 (stereo not drawn)
29) CCCCCCCCO
30) CC(C)Cn1cnc2c1c(=O)n(C)c(=O)n2C

Compound	25	26	27	28	29	30
KAT2A inh	-5%	-10%	-1%&-6%	u	-7%	0%
TDP1 cell noCPT	-14%	11µM*	u	-3%	3%	1%&-13%
TDP1 inh	6%	x	3%&6%	5%[12.3 µM]	1%&10%	7%

# Full records, looked up by structure:
# Results for Cc1nc2c3ccccc3nc(NNC(=O)CCC(=O)N3CCN(c4ccccc4)CC3)n2n1 = KAT2A inh = -1%&-6%; TDP1 cell noCPT = u; TDP1 inh = 3%&6%
# Results for CCCCCCCCO = KAT2A inh = -7%; TDP1 cell noCPT = 3%; TDP1 inh = 1%&10%

# Next section:
31) O=S(=O)(O)c1ccc2nc(-c3ccccc3)[nH]c2c1
32) CCNC(=O)/C=C/c1cccc(Br)c1
33) Cc1nnc(NS(=O)(=O)c2ccc(N)cc2)s1
34) C=CCSCC=C
35) O=c1cc[nH]c(=O)[nH]1
36) CC(C)(CO)[C@@H](O)C(=O)NCCC(=O)O

Compound	31	32	33	34	35	36
KAT2A inh	-8%	-4%	1%	15%	-6%&-4%	-10%
TDP1 cell noCPT	u	u	12%&-19%&-12%	-12%	-14%&5%	11%&-22%
TDP1 inh	x	x	11%	12%[56.1 µM]	x	x

37) CC1=NN(c2ccccc2)C(=O)C1
38) O=C(O)CCC/C=C\C[C@H]1C(=O)C[C@@H](O)[C@@H]1/C=C/[C@@H](O)CCc1ccccc1
39) CC(=O)N1C[C@H](O)C[C@H]1C(=O)O
40) C=CCN1C(=O)C(CC(C)C)NC1=S (stereo not drawn)
41) NC(=O)n1c(O)c(C(=O)c2cccs2)c2cc(Cl)ccc21
42) NS(=O)(=O)c1cc2c(cc1C(F)(F)F)N[C@H](Cc1ccccc1)NS2(=O)=O

Compound	37	38	39	40	41	42
KAT2A inh	1%&-2%	8%	3%	u	-27%&-9%	0%[21.4 µM]
TDP1 cell noCPT	-6%&-20%&8%&-22%	x	-18%&1%	-13%&-4%	u	x
TDP1 inh	8%	6%&3%	x	-7%	26%&16%	14%[21 µM]

43) N/C(=N\N=C\c1ccc(Cl)cc1)N/N=C/c1ccc(Cl)cc1
44) CN(C)CCCN1c2ccccc2Sc2ccccc21
45) COc1ccc(NC(=O)Cn2ccn(-c3ccc(C)c(C)c3)c(=O)c2=O)cc1Cl
46) Nc1cc(-c2ccncc2)c[nH]c1=O
47) O=C1NC(=O)[C@@]2(CCOc3ccc(F)cc32)N1
48) Cc1coc2c1C(=O)C(=O)c1c-2ccc2c1CCCC2(C)C

Compound	43	44	45	46	47	48
KAT2A inh	-10%	u	3%	5%	-15%	28µM*
TDP1 cell noCPT	-21%	18µM*!	-7%	16µM*!	-4%	1.3µM*
TDP1 inh	x	11%	-6%	1%	6%	21%

49) Cc1oc(-c2cccc(Cl)c2)nc1Cn1c(SCc2ccccc2F)nc2ccncc21
50) Cc1cc(C)nc(/N=C(\N)Nc2ccc(S(N)(=O)=O)cc2)n1
51) CCCCCCCC/C=C\CCCCCCCCN
52) CC1(C)O[C@H]2CC(=O)OCC23[C@H]2CC[C@@]4(C)[C@H](c5ccoc5)OC(=O)[C@H]5O[C@]54[C@]2(C)C(=O)C[C@@H]13 (stereo partly drawn)
53) CC(=O)NCCCCCC(=O)O
54) CC1(C)OC2CC(=O)OCC23C1CC(=O)C1(C)C3CC[C@@]2(C)[C@H](c3ccoc3)OC(=O)C3OC312 (stereo partly drawn)

Compound	49	50	51	52	53	54
KAT2A inh	-1%	-1%	0%	-22%	6%	22%
TDP1 cell noCPT	23µM*	u	-8%	-1%	-4%	x
TDP1 inh	-3%	0%	x	x	13%	7%

# 4 entries from above in another layout.
no.	Structure	KAT2A inh	TDP1 cell noCPT	TDP1 inh
30	CC(C)Cn1cnc2c1c(=O)n(C)c(=O)n2C	0%	1%&-13%	7%
31	O=S(=O)(O)c1ccc2nc(-c3ccccc3)[nH]c2c1	-8%	u	x
32	CCNC(=O)/C=C/c1cccc(Br)c1	-4%	u	x
33	Cc1nnc(NS(=O)(=O)c2ccc(N)cc2)s1	1%	12%&-19%&-12%	11%

# More records:
55) NC(=O)NC(CCC(=O)O)C(=O)O (stereo not drawn)
56) CC(C)(C)NC[C@H](O)COc1cccc2c1C[C@@H](O)[C@@H](O)C2
57) CCCCCC(=O)O[C@@]1(C(C)=O)CCC2C3CCC4=CC(=O)CC[C@@]4(C)C3CC[C@]21C (stereo partly drawn)
58) Cc1nn(CC(=O)NCCc2ccccc2)c(=O)c2c1sc1ccccc12
59) C/C=C/C=N\NC(=O)c1ccncc1
60) COc1ccc(C(=O)Nc2nc3ccccc3n2CCOc2ccc(Cl)cc2)cc1

Compound	55	56	57	58	59	60
KAT2A inh	0%	0%[21.4 µM]	0%	-5%	-3%	-11%
TDP1 cell noCPT	-7%	x	u	u	3%	13µM*
TDP1 inh	x	3%[56.1 µM]	-9%[56.1 µM]	14%	x	x

# Among those listed so far, these have an aryl methoxy group.
5) COc1ccccc1OCC(O)COC(N)=O (stereo not drawn)
17) COc1c(O)cc2c(c1O)C1OC(CO)C(O)C(O)C1OC2=O (stereo not drawn)
26) COc1cccc(CCc2ccccc2OCC(CN(C)C)OC(=O)CCC(=O)O)c1 (stereo not drawn)
45) COc1ccc(NC(=O)Cn2ccn(-c3ccc(C)c(C)c3)c(=O)c2=O)cc1Cl
60) COc1ccc(C(=O)Nc2nc3ccccc3n2CCOc2ccc(Cl)cc2)cc1

Compound	5	17	26	45	60
KAT2A inh	-8%	-20%	-10%	3%	-11%
TDP1 cell noCPT	0%	20%	11µM*	-7%	13µM*
TDP1 inh	3%	x	x	-6%	x

# Further entries:
61) CCCC(NC(C)C(=O)N1C(C(=O)O)CC2CCCCC21)C(=O)OCC (stereo not drawn)
62) CCOc1ccc(S(=O)(=O)N2CCCCCC2)c2ccccc12
63) CCN(CC)C[C@@H]1CCCCN1CC(=O)N1c2ccccc2C(=O)Nc2cccnc21
64) CNC(=O)c1ccc(CSc2nc3ccncc3n2Cc2ccc(C)cc2)cc1

Compound	61	62	63	64
KAT2A inh	-3%	110%[activator]	-5%	2%
TDP1 cell noCPT	1%	-30%	-1%	u
TDP1 inh	-3%[56.1 µM]	-5%	8%[56.1 µM]	5%
